PLCg1 inh: blocks human PLC-gamma1 enzyme activity; P19174; purified PLC-gamma1, fluorogenic substrate, fluorescence; inhibition, % at 12.2 µM; 370,000 tested, 0.84% active; in the data active = inhibition above about 9.5%
hcDAF-12 act: activates DAF-12 receptor from parasite H. contortus. HEK293 hcDAF-12 lit1-tk-luc reporter, luminescence; 0% DMSO, 100% Δ7-dafachronic acid. 370,000 tested, 1.4% active. AID 652067. activation, % at 6.8 µM;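 active = activation above the mean of all tested compounds plus 3 SD, cut at about 5.5% in these data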;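 note: 100% = response to 3 µM Δ7-dafachronic acid high control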
DAX1 inh-1: inhibits human nuclear receptor DAX1. P51843. HEK293 Gal4-DAX1 luciferase reporter, luminescence. inhibition, % at 6.75 µM. 340,000 tested, 0.99% active. AID 504766;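 active = inhibition above the mean over all tested compounds plus 3 SD, cut at about 4.2% in these data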;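 note: 0% = DAX1-transfected cells with DMSO and 100% = empty-vector control cells with DMSO; inhibition shows as a rise in luminescence from relieved DAX1 repression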
Target sequence (P51843 207-470 limits assumed): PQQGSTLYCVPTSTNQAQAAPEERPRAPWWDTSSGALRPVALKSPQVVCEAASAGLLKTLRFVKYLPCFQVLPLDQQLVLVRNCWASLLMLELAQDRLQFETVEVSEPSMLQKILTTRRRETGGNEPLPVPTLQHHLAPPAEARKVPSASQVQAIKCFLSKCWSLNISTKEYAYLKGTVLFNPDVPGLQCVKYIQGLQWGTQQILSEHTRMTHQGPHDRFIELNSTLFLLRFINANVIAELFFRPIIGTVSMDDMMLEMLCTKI
ssDAF-12 act: activators of S. stercoralis DAF-12 nuclear receptor; activation, % at 6.8 µM; 370,000 tested, 1% active; HEK293 ssDAF-12/GRIP1 lit1-tk-luc reporter, luminescence; % of 3 µM dafachronic acid response;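 active = activation above the mean over all tested compounds plus 3 SD, cut at about 0.9% in these data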;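 note: 0% = DMSO-only wells and 100% = 3 µM delta7-dafachronic acid wells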
SMARCA2 activ: SMARCA2 function activation, primary screen | MG213 cells, MMTV-luciferase reporter, dexamethasone, overnight | activation, % at 9.1 µM | 370,000 tested, 1% active | AID 652017; in the data active = activation above about 7.8%;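 note: 0% = vehicle wells and 100% = reference activator wells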
hgDAF12 agonist: hgDAF-12 agonism, primary luciferase screen. HEK293 GAL4-hgDAF12 UAS-luciferase reporter, agonist luminescence; normalized to butyrate control. activation, % at 6.8 µM. 370,000 tested, 1.8% active. AID 687014;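 active = activation above a cutoff set at the mean of all screened compounds plus 3 SD, cut at about 10% in these data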;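 note: 0% = DMSO wells and 100% = sodium butyrate wells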
ADAM17 inh: ADAM17 inhibition, QFRET primary screen. P78536. 370,000 tested, 0.83% active. recombinant ADAM17, EDANS/DABCYL FRET peptide cleavage. inhibition, % at 6.95 µM;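 active = inhibition above the mean of compounds lying between control limits plus 3 SD, set per campaign, cut at about 8.5% in these data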;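 note: 0% = DMSO-only wells as the low control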
MBD2 inh: inhibitors of human MBD2 binding to methylated oligonucleotide; inhibition, % at 4.4 µM; TR-FRET; Q9UBB5; 370,000 tested, 0.31% active; in the data active = inhibition above about 13%
DAX1 inh-2: blocks DAX1 repression of SF-1 activated StAR promoter | HEK293T StAR-luciferase reporter, SF-1/DAX-1 repression relief | inhibition, % at 6.8 µM | 370,000 tested, 1.1% active | AID 652010;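 active = inhibition above the mean over all tested compounds plus 3 SD, cut at about 3.6% in these data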;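 note: 0% = DAX-1 cells with DMSO and 100% = cells lacking DAX-1 with DMSO; higher inhibition means more luminescence from relief of DAX-1 repression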
PLCb3 inh: blocks human PLC-beta3 enzyme activity; Q01970; Purified PLC-beta3, fluorogenic substrate, fluorescence; inhibition, % at 12.2 µM; 370,000 tested, 0.18% active; AID 720704; in the data active = inhibition above about 11%;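 note: 0% = median of compound wells on plate and 100% = full blocker control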
Rev-erbA mod: Rev-erb alpha (human) modulation; 370,000 tested, 0.79% active; Rev-erbα–FITC-DNA binding, fluorescence polarization, 90 min; activity, % at 10 µM;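 active = activity above about 14%, limit read from the data; passing the limit was not always enough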;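 note: 0% = DMSO wells with 35 nM protein and 100% = DMSO wells with 750 nM protein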
Target sequence (P20393 whole entry, looked up): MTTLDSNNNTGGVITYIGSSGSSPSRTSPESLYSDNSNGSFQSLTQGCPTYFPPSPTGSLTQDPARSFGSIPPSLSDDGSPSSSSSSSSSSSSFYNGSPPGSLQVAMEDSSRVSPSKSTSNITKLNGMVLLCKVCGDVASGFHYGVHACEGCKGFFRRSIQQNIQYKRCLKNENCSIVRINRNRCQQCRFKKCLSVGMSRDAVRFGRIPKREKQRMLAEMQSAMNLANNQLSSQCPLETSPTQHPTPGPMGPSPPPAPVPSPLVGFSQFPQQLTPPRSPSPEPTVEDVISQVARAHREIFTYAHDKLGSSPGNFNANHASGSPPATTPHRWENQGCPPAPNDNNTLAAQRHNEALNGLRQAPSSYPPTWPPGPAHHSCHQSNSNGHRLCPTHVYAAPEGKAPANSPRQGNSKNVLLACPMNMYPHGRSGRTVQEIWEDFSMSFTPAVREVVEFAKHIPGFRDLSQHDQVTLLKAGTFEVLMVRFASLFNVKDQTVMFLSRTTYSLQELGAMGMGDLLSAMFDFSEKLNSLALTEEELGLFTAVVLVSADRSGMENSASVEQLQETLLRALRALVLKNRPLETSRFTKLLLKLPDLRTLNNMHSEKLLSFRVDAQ
Numbers without * were called inactive; i = inactive; . = not tested or not shown. No enrichment for hits. Share with any hit: about 7.4%.

SMILES	PLCg1 inh	hcDAF-12 act	DAX1 inh-1	ssDAF-12 act	SMARCA2 activ	hgDAF12 agonist	ADAM17 inh	MBD2 inh	DAX1 inh-2	PLCb3 inh	Rev-erbA mod
CCOC(=O)C1(Cc2cccc(OC)c2)CCN(Cc2ccc(OC)c(O)c2)CC1	0	0.4	-1.5	-1.1	-5	0.2	-5	8	-1.3	-6	-5
COc1ccc(OCc2nnc(SCC(=O)Nc3ccccc3C#N)o2)cc1	2	0.1	1.5	-0.8	-3	1.0	-1	2	-0.1	-6	2
CCOc1cc(CNCc2cc(OC)cc(OC)c2)ccc1OC	2	-4.0	-4.7	-2.2	-2	-6.2	-1	-5	-1.4	-3	1
COc1cccc(C2CC(c3cccc(Br)c3)n3nc(N)nc3N2)c1 (stereo not drawn)	-62	-1.2	-0.6	-1.2	-1	1.2	-25	-1	0.1	-78	8
O=C(Nc1ccc(CN2CCOCC2)cc1)c1ccc(-c2ccc(Cl)cc2Cl)o1	-22	-3.3	-3.1	-2.9	-6	-2.6	5	7	-2.0	-43	1
COc1cccc(NC(=O)N2CC[C@@H]3[C@H]2c2cc(-c4cccc(C#N)c4)ccc2N(C)[C@@H]3CO)c1	i	-3.5	.	-1.9	0	-3.0	-65	0	-2.7	i	3
O=C(CN1c2cccc3cccc(c23)S1(=O)=O)N1CCN(c2ccc(F)cc2)CC1	-154	-0.6	-0.6	0.0	0	-3.1	-42	0	-1.1	-185	2
Cc1cccc(C(=O)NCC(=O)N2CCN(c3ccccn3)CC2)c1	1	3.2	1.0	-0.8	0	3.6	-5	5	0.6	-3	-4
COc1ccc2[nH]cc(CCN3C(=O)CCC3=O)c2c1	0	0.7	0.3	-1.4	3	0.5	-2	-3	-0.2	0	-3
CCOc1ccc(OCC)c(NC(=O)C2CCCN(c3ncccn3)C2)c1 (stereo not drawn)	-6	-1.8	0.0	-1.5	-1	2.9	-4	1	-1.1	0	4
Cc1cc(Nc2ncc(Cl)cc2Cl)n[nH]1	3	-1.6	-0.7	-0.7	-3	5.7	0	-5	0.1	1	3
COCCC(=O)N1CCC(Oc2ccc(C(=O)NCCc3cn[nH]c3)cc2)CC1	0	-0.6	1.1	-0.9	0	-0.3	-3	-3	-0.9	-5	-2
Cc1ccc(S(=O)(=O)CCC(=O)OCC(=O)NCc2ccc(F)cc2)cc1	-2	0.7	0.7	-1.1	4	1.9	-3	1	0.4	-1	-6
C[C@H](CO)N1C[C@H](C)[C@@H](CN(C)C(=O)Nc2ccc(C(F)(F)F)cc2)Oc2ccc(NC(=O)CCC(F)(F)F)cc2C1=O	3	0.1	-1.1	-1.0	1	-0.4	2	3	-0.2	3	1
COC(=O)[C@@H](Cc1ccc(O)cc1)NC(=O)[C@H]1O[C@@H](n2cnc3c(=O)[nH]c(N)nc32)[C@H](O)[C@@H]1O	0	0.1	.	0.1	2	-0.5	-4	0	1.3	1	1
CCCCCC(=O)Nc1cccc(-c2nc3ncccc3o2)c1	-11	-2.9	-0.2	-1.9	-1	-1.2	-22	-4	-0.7	-12	0
CCCc1nc2scc(-c3ccc(C)cc3)c2c(=O)n1N	0	-2.0	0.0	-1.3	-2	1.0	-2	-4	-1.6	0	-2
O=C(CN1C(=O)c2ccccc2C1=O)OC(C(=O)c1ccc(Cl)cc1)c1ccccc1 (stereo not drawn)	0	-0.1	0.5	-1.0	1	-2.5	3	-10	-0.7	0	4
Cc1nn(CC(=O)Nc2ccc(N3CCOCC3)cc2)c(C)c1Cl	0	-1.6	-0.5	0.2	-1	-0.2	-2	-2	-4.5	-1	4
Cn1c(CNC(=O)OC(C)(C)C)n[nH]c1=S	3	0.4	0.3	-1.6	4	2.4	-4	-6	-0.1	3	1
Cc1ccc(C(=O)NC(=S)NCC2CCCO2)cc1Br (stereo not drawn)	-2	5.7*	1.6	-0.4	0	9.6	-2	5	1.3	-1	2
COc1ccc(CNC(=O)c2ccc(CS(=O)c3ccccc3)o2)cc1 (stereo not drawn)	1	-0.5	0.0	-0.7	0	3.6	0	0	-0.1	-5	2
COc1ccccc1S(=O)(=O)Cc1ccc(C(=O)NCC(OC)OC)o1	1	-1.4	-0.1	-0.7	-2	-1.6	0	2	0.3	-3	3
CCc1ccc(NC(=O)COC(=O)CCCC2=NS(=O)(=O)c3ccccc3N2)cc1	-5	0.5	1.1	-1.2	-2	-2.0	-16	0	1.0	-7	6
CCC1(c2ccccc2)SC(N)=NC1=O (stereo not drawn)	0	-0.3	6.6*	-0.8	1	1.9	0	-8	-0.2	2	-5

3 compounds out of the list, ordered by number of heavy atoms, lowest first:
SMILES	PLCg1 inh	hcDAF-12 act	DAX1 inh-1	ssDAF-12 act	SMARCA2 activ	hgDAF12 agonist	ADAM17 inh	MBD2 inh	DAX1 inh-2	PLCb3 inh	Rev-erbA mod
Cc1cc(Nc2ncc(Cl)cc2Cl)n[nH]1	3	-1.6	-0.7	-0.7	-3	5.7	0	-5	0.1	1	3
Cc1cccc(C(=O)NCC(=O)N2CCN(c3ccccn3)CC2)c1	1	3.2	1.0	-0.8	0	3.6	-5	5	0.6	-3	-4
CCOC(=O)C1(Cc2cccc(OC)c2)CCN(Cc2ccc(OC)c(O)c2)CC1	0	0.4	-1.5	-1.1	-5	0.2	-5	8	-1.3	-6	-5

Next part.
SMILES	PLCg1 inh	hcDAF-12 act	DAX1 inh-1	ssDAF-12 act	SMARCA2 activ	hgDAF12 agonist	ADAM17 inh	MBD2 inh	DAX1 inh-2	PLCb3 inh	Rev-erbA mod
COCCn1nnnc1C(c1ccc(OC)cc1OC)N1CCN(c2ccccc2)CC1 (stereo not drawn)	6	0.2	0.3	-1.7	0	-0.8	-1	8	-0.8	3	3
COc1ccc2[nH]c(C(=O)NCc3ccccc3)cc2c1	-63	-0.1	-1.5	-1.6	0	-3.5	-51	0	0.2	-104	2
COc1ccc(N=Cc2c[nH][nH]c2=O)cc1	1	-0.4	-0.2	-0.5	-1	-2.5	-5	-1	0.5	6	4
CCCNC(=O)COC(=O)c1ccccc1C(=O)N(C)C1CCCCC1	-11	-0.6	-0.5	-0.7	1	0.1	2	-1	-0.2	-1	-8
O=C(N/N=C/c1ccccc1OC(=O)N1CCOCC1)c1cccs1	0	1.8	1.5	-0.9	5	7.1	-3	4	0.6	-2	0
O=c1c2ccccc2oc2cc(OCc3cccc(F)c3)cc(O)c12	-38	-0.8	-0.5	0.1	2	3.8	-30	3	-0.4	-61	-7
O=C(CSC1=NS(=O)(=O)c2cc(F)ccc2N1)NCc1ccccc1Cl	-3	0.3	-0.6	-0.8	-1	1.1	-2	-2	0.2	-8	0
O=[N+]([O-])c1ccc(N2CCCCC2)c(Cl)c1N1CCCCC1	-1	-0.5	0.1	-1.1	-1	-1.5	-6	4	-0.6	1	-6
Cc1c(OCC(=O)NCCCN2CCOCC2)ccc2c1oc(=O)c1ccccc12	-166	-2.4	-0.4	-1.7	-3	-0.2	-193	8	-0.7	-291	1
NC(=O)C1CCCN(C(=O)c2ccc(NC(=O)c3cccs3)cc2)C1 (stereo not drawn)	0	0.1	0.1	-1.7	6	-0.5	-2	-1	-0.8	-2	-3
CC1(C(=O)NS(=O)(=O)c2ccccc2Cl)CCN1C(=O)C1(c2ccc(Cl)cc2)CCC1 (stereo not drawn)	0	-0.3	.	-1.5	0	1.3	0	2	0.1	1	-4
Cc1cc(C)c(S(=O)(=O)NCC(=O)NCc2ccccn2)c(C)c1	2	-0.7	2.0	-0.5	-2	0.5	-2	2	0.3	2	0
CCOC(=O)/C=C/C(=O)Nc1ccc(Oc2ccccc2)cc1	0	-0.7	-1.3	-0.3	-7	1.9	1	-3	-0.6	0	1
COc1ccc(OC)c(NC(=O)COC(=O)CCCN2C(=O)c3ccccc3C2=O)c1	1	0.0	0.1	-0.9	-1	0.1	-3	-4	0.1	-1	-6
COc1ccc(NC(=S)N2CCC(c3nc4ccccc4o3)CC2)c(OC)c1	1	2.4	-0.9	-0.8	0	2.4	-4	2	-0.7	0	2
Cc1nc2ncnn2c(C)c1Cc1cccc(C(F)(F)F)c1	-2	-0.6	-0.9	-1.1	-1	-2.4	-1	2	1.6	-3	1
CC(C)C(=O)Nc1cccc(C(=O)Nc2nnc(C(C)(C)C)s2)c1	5	-1.1	0.1	-1.7	1	3.6	4	-4	-0.1	6	1
N#Cc1ccc(-c2nc3ccc(Br)cn3c2Cc2ccsc2)cc1	-11	-0.9	.	-1.2	1	4.6	-1	-2	0.7	-14	6
COc1ccc(CN2CCNC(=O)C2CC(=O)N(C)C2CCOCC2)c(F)c1 (stereo not drawn)	-11	1.8	1.4	-0.3	-2	1.6	-8	-2	0.2	-25	-10
CC(Oc1cccc(Cl)c1)C(=O)Nc1cc(S(=O)(=O)N2CCCCC2)ccc1N1CCOCC1 (stereo not drawn)	2	-0.2	-1.0	-0.4	-3	-4.4	6	0	-1.7	0	7
COc1ccc2oc(C(F)(F)C(F)(F)F)cc(=O)c2c1	-5	-1.2	-0.5	-0.4	3	0.4	-2	-2	0.2	3	1
Cc1ccc(NC(=O)Cc2ccc(-c3ccccc3)cc2)nc1	-15	3.2	0.9	-1.6	0	2.3	-9	-2	-0.5	-32	2
CCc1ccc2[nH]c(=O)c(C(c3nnnn3CCOC)N3CCN(c4ccccc4F)CC3)cc2c1 (stereo not drawn)	-13	-0.5	0.1	-0.3	1	-2.2	-16	5	0.2	-20	6
COC(=O)c1cc(C(=O)OC)cc(N2C(=O)CC(NNC(=O)c3ccccc3Cl)C2=O)c1 (stereo not drawn)	0	1.5	-0.8	-1.2	-2	-0.7	-4	-2	-0.8	-2	4
C=CC[C@H](CC(=O)OC(C)(C)C)C(=O)OC[C@H]1CCCN1C(=O)[C@H](CC=C)CC(=O)N(CCO)Cc1ccccc1	-2	-0.8	-1.4	-1.7	0	-2.0	-6	-2	-0.4	1	2

Going on with the list:
SMILES	PLCg1 inh	hcDAF-12 act	DAX1 inh-1	ssDAF-12 act	SMARCA2 activ	hgDAF12 agonist	ADAM17 inh	MBD2 inh	DAX1 inh-2	PLCb3 inh	Rev-erbA mod
O=C(CCc1nnc2ccc(NCc3ccccc3Cl)nn12)NC1CCCC1	-1	-1.7	0.0	-1.3	1	-2.5	-3	-3	0.0	-10	0
CC(C)c1cc(C(=O)N/N=C/c2ccco2)n[nH]1	-1	4.0	1.2	-0.4	4	9.0	-2	-7	1.6	3	-3
O=C(CN(Cc1ccc2c(c1)OCO2)C(=O)c1cnsn1)NC1CCCC1	0	1.6	0.0	-1.0	1	0.8	-2	-1	0.4	-1	-1
O=C(CCC(=O)Nc1nnc(C2CCCCC2)s1)NCc1cccs1	-1	-0.7	0.2	-1.0	-2	0.0	-2	3	-0.2	3	-4
O=C(Nc1nnc(-c2cccs2)o1)c1ccco1	0	1.1	-0.2	-0.9	0	0.1	-1	8	0.6	-1	-2
COc1ccc(/C(C)=N/NC(=O)c2nnn(-c3nonc3N)c2CN(C)c2ccccc2)cc1	0	1.8	-0.3	-1.2	-3	-1.5	2	-5	-0.1	-9	-6
CC(=O)c1ccc(NC(=O)c2ccc(COc3ccccc3[N+](=O)[O-])o2)cc1	1	-3.9	-0.7	-1.4	1	-4.0	2	3	-1.0	-1	-11
COc1ccccc1CNc1nc(NC(C)C)nc2ccsc12	3	0.0	.	-2.4	-8	-4.2	1	-7	-3.0	4	-6
COc1ccccc1OCC(=O)NNC(=S)NC(=O)c1ccco1	-2	-2.1	-0.1	-1.1	-1	-0.1	-1	-5	-0.9	1	-6
Cc1cn([C@H]2C[C@H](O)[C@@H](CNC=O)O2)c(=O)[nH]c1=O	4	-0.8	0.2	-1.1	-1	2.8	-6	11	-0.6	2	1

Screening data as filed in PubChem.
